Screening results as filed in PubChem BioAssay.
PTAP-TSG101 blk: qHTS Validation Assay for Inhibitors of HIV-1 Budding by Blocking the Interaction of PTAP/TSG101: Sytravon Library Screen. Fluorescence polarization, FITC-PTAP peptide/Tsg101, 20 min. Potency, µM (top dose mostly 115 µM), for inactives: top-dose activity change, negative = inhibition, actives largely listed as inhibitors. 44,000 tested, under 10 active; note: potency is the fitted concentration of half-maximal effect; 0% is about no effect
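Fluorescence polarization: Tsg101 binding domain (10 uM final) in 10 mM HEPES pH 7.5, 0.15 M NaCl, 0.01% Tween 20, 3 mM EDTA, 0.1 mM TCEP; compounds pinned; FITC-PTAP peptide 50 nM final; 20 min, r.t.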
GALK inh: qHTS Assay for Inhibitors of Human Galactokinase (GALK): NCGC Sytravon Library Screen; recombinant GALK, Kinase-Glo ATP luminescence, 1 h; Potency, µM (highest dose often 57.5 µM), without a hit: at the top dose activity, negative = inhibition, usual class: inhibitors; 44,000 tested, under 10 active;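 note: plate controls were full GALK reaction for no effect and reaction lacking GALK for full effect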
Target sequence (P51570 whole entry, looked up): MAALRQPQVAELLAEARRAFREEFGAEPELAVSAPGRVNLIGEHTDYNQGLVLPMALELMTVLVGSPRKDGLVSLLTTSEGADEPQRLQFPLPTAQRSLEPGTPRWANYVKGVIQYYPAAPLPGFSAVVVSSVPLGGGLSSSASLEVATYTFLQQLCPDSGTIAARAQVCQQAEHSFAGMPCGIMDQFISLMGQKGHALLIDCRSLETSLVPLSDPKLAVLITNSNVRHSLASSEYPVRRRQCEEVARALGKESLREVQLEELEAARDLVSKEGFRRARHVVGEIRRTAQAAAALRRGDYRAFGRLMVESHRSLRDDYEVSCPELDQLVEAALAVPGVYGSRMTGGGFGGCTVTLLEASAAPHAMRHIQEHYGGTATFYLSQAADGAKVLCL
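Human GALK (5 nM) was incubated with 35 uM ATP and 100 uM galactose in 20 mM HEPES pH 8.0 with MgCl2, NaCl, DTT and BSA for 1 h at room temperature. Remaining ATP was measured by Kinase-Glo Plus luminescence.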
NTMT1 inhibitor: Primary qHTS for Inhibitors of N-terminal methyltransferase 1 (NTMT1): MTaseGlo Assay; N-terminal Xaa-Pro-Lys N-methyltransferase 1 (Homo sapiens), Q9BV86; NTMT1 MTase-Glo SAH luminescence, purified enzyme; Potency, µM (doses to about 114 µM), for the others: top-dose activity change, negative = inhibition, hits mostly inhibitors; 59,000 tested, 2.5% active; AID 1645870, 2021;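 note: potency is the fitted concentration of half-maximal effect; plate controls were DMSO vehicle for no effect and no enzyme for full effect; nearly all actives have a fitted effect of over 65% in size; many of its hits are not listed in these tables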
Target sequence (Q9BV86 whole entry, looked up): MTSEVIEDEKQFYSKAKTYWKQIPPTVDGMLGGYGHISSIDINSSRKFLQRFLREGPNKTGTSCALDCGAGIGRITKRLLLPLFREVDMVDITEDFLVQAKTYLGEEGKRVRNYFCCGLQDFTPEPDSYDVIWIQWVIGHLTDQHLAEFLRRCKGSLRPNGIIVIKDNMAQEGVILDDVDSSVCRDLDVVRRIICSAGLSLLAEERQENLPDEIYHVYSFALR
FH mod: Identification of activators of human fumarate hydratase by quantitative high-throughput screening; Fumarate hydratase, mitochondrial (Homo sapiens), P07954; FH coupled MDH/diaphorase resazurin fluorescence, 15 min; Potency, µM (highest dose often 79.9 µM), inactives show top-dose activity change, negative = inhibition, usual class: inhibitors; 54,000 tested, 0.22% active; AID 1347055, 2019; note: potency is the fitted concentration of half-maximal effect; % is set by controls: 0 for no effect and ±100 for the full control effect; the screen sought activators but most active calls are inhibition curves; nearly all actives have a fitted effect of over 45% in size
p53null 39C tox: qHTS Screen for Compounds that Selectively Target Cancer Cells with p53 Mutations: Cytotoxicity of p53 Null Cells at the Nonpermissive Temperature; Potency, µM (titrated, usually from 46.1 µM), for inactives: at the top dose activity, negative = cell killing, usual class: cytotoxic; 55,000 tested, 0.97% active; H1299 p53-null (neo) cells, 39C, ATPlite viability, 24 h;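 note: potency is the fitted concentration of half-maximal effect; 0% = DMSO only and -100% = full killing by 100 µM tamoxifen; nearly all actives have a fitted effect of over 50% in size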
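Concentration-response (up to 46 uM) was run for 24 h at the nonpermissive 39C on H1299-p53A138V or H1299-neo cells. ATP content was measured with ATPlite luminescence. AC50 values were Hill-modeled after normalizing between DMSO and 100 uM tamoxifen killing.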
B2AR arrestin ag: qHTS assay of beta-arrestin-biased ligands of beta2-adrenergic receptor: NCGC Sytravon Library Screen | Beta-2 adrenergic receptor (Homo sapiens), P07550 | HTLA Tango cells, beta-arrestin recruitment, luciferase luminescence, 18 h | Potency, µM (doses to about 46.1 µM), inactives show top-dose activation, most hits filed as activators | 44,000 tested, under 10 active | AID 1347077, 2019;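 note: potency is the fitted concentration of half-maximal effect; 0% = DMSO and full agonism = EC100 isoproterenol or metaproterenol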
Target sequence (P07550 whole entry, looked up): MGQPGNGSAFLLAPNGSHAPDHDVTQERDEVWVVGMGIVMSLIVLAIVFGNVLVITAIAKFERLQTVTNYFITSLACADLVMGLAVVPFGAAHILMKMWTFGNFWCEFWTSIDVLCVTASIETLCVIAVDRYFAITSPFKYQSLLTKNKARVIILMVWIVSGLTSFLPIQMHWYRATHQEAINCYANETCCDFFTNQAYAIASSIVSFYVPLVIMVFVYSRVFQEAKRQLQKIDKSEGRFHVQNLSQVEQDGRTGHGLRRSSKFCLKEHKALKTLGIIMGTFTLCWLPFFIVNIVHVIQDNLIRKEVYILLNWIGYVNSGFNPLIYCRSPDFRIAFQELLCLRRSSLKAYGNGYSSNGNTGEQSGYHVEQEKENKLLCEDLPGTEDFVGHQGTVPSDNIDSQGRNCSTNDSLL
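Tango cells expressing recombinant beta2-AR and beta-arrestin were treated with compounds (up to 46 microM titration) in DMEM with 1% FBS for 18 hr at 37 degrees C. Beta-arrestin recruitment drove tTA-dependent luciferase, read by luminescence; curves were fitted and classed.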
p53null 32C kill: qHTS Screen for Compounds that Selectively Target Cancer Cells with p53 Mutations: Cytotoxicity of p53 Null Cells at the Permissive Temperature; H1299-neo p53 null cells, ATP luminescence, 24 h, 32C; Potency, µM (titrated, usually from 46.1 µM), inactives show at the highest dose activity change, negative = cytotoxicity, most hits filed as cytotoxic; 55,000 tested, 0.62% active; AID 903, 2007;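 note: potency is the fitted concentration of half-maximal effect; 0% = DMSO only and -100% = full killing by 100 µM tamoxifen; nearly all actives have a fitted effect of over 55% in size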
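H1299-neo, 600 cells/well; overnight 37C; cpd up to 46 uM, 24 h at 32C; ATPlite luminescence after 20 min RT; normalized to DMSO (0%) and tamoxifen 100 uM (100% kill); Hill-fit AC50.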
* = called active by the depositor; ? = inconclusive; . = not tested or not shown; [ ] = dose if it differs, or a comment. Calls come from the whole dose curve; as a rule, active = well fitted curve in the direction sought with a large enough effect; inconclusive = small, poorly fitted or top-dose-only effect, or another doubt; inactive = no such curve, though single readings can be large; an effect the other way counts as inactive or inconclusive. An excerpt; count on the stated rates, not on these rows.

structure,PTAP-TSG101 blk,GALK inh,NTMT1 inhibitor,FH mod,p53null 39C tox,B2AR arrestin ag,p53null 32C kill
COc1ccc(C2=C(C)C(=O)N(Cc3ccc(C(=O)NC(C)c4ccccc4)cc3)S2(=O)=O)cc1 (centres undefined),1.4%,-1.4%,-7.5%,-13.9%,0.6%,0.0%,8.5%
CCc1cccc(NC(=O)Cn2nc3c4cc(F)ccc4n(Cc4cccc(C)c4)cc-3c2=O)c1,-4.1%,3.3%,8.3%,3.5%,-15.0%,0.3%,-7.6%
CCOC(=O)c1cccc(NC(=O)C(C)n2nc(C)c3c(C)n(-c4ccccc4)nc3c2=O)c1 (centres undefined),-3.4%,0.3%,1.3%,-16.2%,7.6%,0.7%,7.7%
O=S(=O)(Nc1cccc(-c2ccc(N3CCCC3)nn2)c1)c1cc(F)ccc1F,-1.4%,-1.8%,.,.,-9.6%,-0.3%,-10.4%
COc1cccc(CNc2nc3ccccc3c3nc(-c4cccc(C)c4)nn23)c1,8.6%,-2.7%,-8.6%,-9.2%,-10.1%,0.4%,-11.7%
CCc1ccc(NC(=O)CSc2nc3c(c(=O)[nH]2)CN(Cc2ccc4c(c2)OCO4)CC3)cc1,-6.0%,-0.1%,7.9%,?,7.2%,-2.4%,3.4%
COCCNc1nc2c(c(=O)n(Cc3cccc(Cl)c3)c(=O)n2C)n1C,-14.0%,0.1%,-1.8%,9.0%,-9.5%,0.9%,0.6%
CCCCc1nn2c(=O)cc(COC(=O)CNC(=O)COc3ccc(C)cc3)nc2s1,-4.2%,-1.5%,-2.1%,29.6%,2.0%,-0.1%,-5.6%
COc1ccc(C(=O)Nc2ccccc2)cc1S(=O)(=O)Nc1ccc(Br)cc1,-1.5%,0.0%,-0.8%,-7.4%,-4.7%,0.0%,0.3%
COc1ccc(NC(=O)CNC(=O)Cn2c(C)cc3ccccc3c2=O)c(OC)c1,-0.4%,4.9%,-5.1%,-2.0%,-13.5%,-0.1%,2.1%
CCOc1cc2sc(N3CCC(C(=O)Nc4ccc(C)cc4C)CC3)nc2cc1Br,-0.7%,-1.7%,-2.5%,-4.6%,-0.1%,0.1%,-11.2%
O=C(Nc1nc2ccccc2s1)c1ccc(S(=O)(=O)N2CCCC2)cc1,-0.9%,1.7%,3.8%,2.7%,7.1%,-0.5%,9.2%
Cc1ccc(Cl)cc1N1CCN(C(=O)c2cnn(-c3ccc(Cl)cc3)c2C2CCNCC2)CC1,-1.2%,-4.6%,?,?,?,-0.7%,15.7%
CCC(=O)Nc1nnc2n1CCS2,-5.5%,-0.8%,13.6%,4.7%,8.0%,5.6%,48.8%[activator]
Cc1ccc2c(c1)N(CC(=O)NCCc1ccccc1)C(=O)CO2,-2.0%,1.4%,-10.7%,4.9%,-13.3%,0.8%,19.5%
O=C(NCc1ccc(F)cc1)c1cccc(N2CCCS2(=O)=O)c1,-1.5%,0.1%,-19.9%,-41.9%,-8.5%,-1.0%,0.9%
O=C(c1cnc(N2CCCCC2)c2ccccc12)N1CCN(c2cccc(Cl)c2)CC1,-0.5%,1.8%,11.8%,-22.2%,5.0%,-1.0%,47.9%[activator]
Cc1ccc(CSc2ccc3nnc(CCNS(=O)(=O)c4ccc(C)cc4)n3n2)cc1,-4.8%,0.0%,-3.0%,?,-13.8%,-0.9%,1.6%
Cc1ccc(-n2ccnc(NCCc3ccc(S(N)(=O)=O)cc3)c2=O)c(C)c1,-1.8%,2.1%,1.2%,2.7%,-20.1%,1.3%,-14.4%
Cc1cccc(C)c1NC(=O)Cn1c(=O)n(Cc2ccco2)c(=O)c2ccc(C(=O)NC3CCCC3)cc21,0.6%,-0.2%,2.2%,4.2%,-18.3%,-2.1%,5.6%
Cn1c(=O)oc2cc(S(=O)(=O)N3CCCC(C(=O)NCc4ccccc4Cl)C3)ccc21 (centres undefined),-2.5%,6.3%,-3.4%,-2.6%,-16.3%,0.8%,-2.9%
Cc1ccc(CNC(=O)CN2CCN(Cc3ccc(F)cc3Cl)C2=O)cc1,-3.3%,2.3%,0.8%,-6.0%,-10.7%,-2.1%,4.0%
COc1ccc(-c2cc3ccc(O)c(CN4CCN(C)CC4)c3oc2=O)cc1OC,-16.5%,1.3%,-4.6%,-8.1%,-4.1%,0.2%,-5.2%
COc1ccc(C(=O)NCc2nc(-c3cccc(C)c3)no2)cc1OC,0.4%,1.8%,15.0%,-2.4%,-3.7%,0.1%,2.7%
CCOc1ccc(CCNC(=O)Cn2ccc3cc(S(=O)(=O)N4CCCCC4)ccc32)cc1,4.2%,-3.8%,-0.9%,-12.7%,12.6%,0.7%,3.6%
O=C(Nc1cccc(F)c1)c1ccc2c(c1)N(Cc1ccccc1)C(=O)c1ccccc1S2(=O)=O,-2.0%,-2.1%,-0.6%,-18.3%,16.2%,0.5%,16.6%
CCOC(=O)c1cc(-c2ccccc2)n(CCCC(=O)Nc2ccc(C(C)C)cc2)c1C,2.0%,-0.9%,-5.1%,?,-10.4%,-1.0%,19.0%
COc1ccc(CCNC(=O)c2cc(=O)c3ccc(C)cc3o2)cc1OC,-2.7%,2.9%,-3.9%,?,10.0%,-0.1%,-12.9%
O=C(NCc1ccccc1Cl)c1ccc(CSCc2cccc(F)c2)o1,1.4%,0.0%,?,-17.2%,18.7%,-1.2%,27.2%
Cc1ccc(NC(=O)CSc2nnc(C)c(=O)[nH]2)cc1,-1.8%,1.6%,-2.5%,-2.6%,-8.9%,-0.3%,-1.1%
COc1ccc(Nc2cc(C)nc(-n3nc(C)cc3C)n2)cc1Cl,-0.4%,-8.2%,-0.2%,13.2%,?,-0.3%,-7.2%
O=[N+]([O-])c1cc(-c2nc(-c3cccnc3)no2)ccc1NCc1ccccc1,0.8%,-0.5%,7.3%,-2.1%,7.6%,-0.4%,-6.2%
CCOc1ccc(NC(=O)CN2CCSc3ccc(S(=O)(=O)N4CCCC4)cc32)cc1,0.4%,3.5%,-7.0%,-19.8%,-6.9%,0.7%,5.9%
Cc1ccc(-c2nc(C)c(CCNC(=O)C(=O)Nc3ccc4c(c3)OCCO4)s2)cc1,-0.5%,-6.7%,4.1%,-11.0%,-0.2%,-0.6%,-5.5%
CCOc1ccc(CNS(=O)(=O)c2ccc3c(c2)CCCN3C(C)=O)cc1,-3.8%,2.3%,-7.2%,-2.5%,12.8%,-1.0%,-3.9%
COc1ccccc1NC(=O)CSC1=Nc2ccccc2C2=NC(CC(=O)NCc3ccc4c(c3)OCO4)C(=O)N12 (centres undefined),-8.8%,0.2%,-10.4%,-19.6%,-1.3%,-1.2%,2.7%
COc1ccc(OCc2ccc(-c3nc(C#N)c(N4CCC(C)CC4)o3)o2)cc1,7.3%,6.3%,-0.4%,-13.2%,16.2%,-3.3%,0.5%
Cc1ccc(Cn2c(SCc3ccc(C(=O)N4CCCCC4)cc3)nc3ccncc32)cc1,1.3%,1.0%,-2.0%,-0.3%,3.3%,-2.5%,5.7%
CCOc1ccc(N(CC)S(=O)(=O)c2cc(Br)cc3c2N(C(C)=O)C(C)C3)cc1 (centres undefined),-0.4%,0.7%,2.0%,?,20.2%,0.9%,16.4%
Cc1c(C(=O)NCc2cccc(Cl)c2)sc2nc3n(c(=O)c12)CCCC3,-4.7%,1.1%,-4.5%,-9.2%,-18.6%,2.8%,4.2%
COC(=O)c1ccc(OC)c(Cn2c(=O)n(-c3ccc(C)cc3)c(=O)c3c2cnn3C)c1,4.2%,-2.0%,3.6%,-1.2%,22.7%,-1.7%,11.4%
Cc1ccc(-c2nc(CSc3nncn4c3cc3occc34)c(C)o2)cc1,-1.8%,5.2%,-18.0%,-16.0%,-22.3%,-0.1%,6.6%
Cc1ccc(C(=O)c2sc(Nc3ccccc3)c(S(=O)(=O)c3ccccc3)c2N)c(C)c1,1.7%,?,16.5%,-31.1%,28.8%,1.9%,13.0%
O=C(CCSCc1cccc(F)c1)NCCc1ccccc1,3.1%,-0.1%,-5.6%,0.7%,1.9%,2.3%,0.2%
CCCNC(=O)CSc1nc(-c2ccc(OC)cc2)cc(C(F)(F)F)n1,-4.3%,1.7%,-12.1%,10.0%,16.6%,1.1%,-8.4%
CC(=O)N1CCCC1c1nc2ccccc2n1Cc1cccc(Cl)c1 (centres undefined),-0.7%,4.8%,-20.2%,-3.0%,-12.0%,-2.0%,-4.5%
COc1ccc(NC(=O)c2ccc3c(=O)n4nc(Nc5cc(C)ccc5C)sc4nc3c2)cc1,2.2%,-0.9%,4.2%,0.2%,?,-0.8%,-16.2%
Cc1cc(C)c(NC(=O)CSc2nnc3[nH]c(=O)cc(C)n23)c(C)c1,-0.3%,2.2%,1.6%,9.5%,-0.1%,-2.4%,6.7%
O=C(NCCc1ccc(Cl)cc1)c1cc2c(s1)-c1ccccc1OC2,-2.3%,-11.3%,?,-3.9%,-19.4%,-0.2%,-8.7%
O=C1c2oc3ccccc3c(=O)c2C(c2ccccc2)N1Cc1ccc2c(c1)OCO2 (centres undefined),-1.1%,-0.9%,0.1%,-0.5%,19.3%,2.0%,0.5%
CCN1CCN(c2ncnc3c2cnn3-c2ccc(C)c(C)c2)CC1,0.1%,-1.7%,?,-12.4%,-13.3%,2.0%,-10.2%
CCOc1ccc(-c2nc(Cn3ccn4nc(-c5ccc(OCC)c(Cl)c5)cc4c3=O)c(C)o2)cc1,-1.2%,7.3%,6.0%,-11.4%,-2.8%,-2.3%,10.5%
CN(c1ccccc1C(=O)O)S(=O)(=O)c1ccc2[nH]c(=O)oc2c1,-2.9%,7.3%,17.8%,-0.4%,5.6%,1.2%,-2.3%
O=C(NC1CC(=O)N(c2ccc(Cl)cc2)C1)c1ccc(S(=O)(=O)N2CCCC2)cc1 (centres undefined),-1.3%,-0.4%,-2.0%,-9.5%,-16.3%,-3.2%,-17.7%
